High-throughput results as filed in PubChem.
VIM-2 inhibitor – blocks Pseudomonas aeruginosa VIM-2 metallo-beta-lactamase; actives 0.89% (n = 290,000); AID 1527; inhibition, % at 5.6 µM; purified VIM-2, nitrocefin hydrolysis, epi-absorbance fluorescence;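 active = inhibition above the mean of all tested compounds plus 3 SD, cutoff set per screening run, cut at about 7.5% in these data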;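 also: red hydrolysis product quenches plate fluorescence so inhibitors raise well fluorescence; 0% = enzyme with DMSO and 100% = DMSO without enzyme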
MEKK2 WT-MEK5 – raises or lowers MEK5 binding to wildtype human MEKK2 PB1 domain; Q9Y2U5; bead flow cytometry, Alexa488-MEK5 binding to MEKK2 WT; actives lie on both sides; binding response (% of control), % at 10 µM; actives 1.1% (n = 290,000); in the data active = binding response below about 67% or above about 130%
M18AAP inhibitor – PfM18AAP enzyme inhibition; recombinant PfM18AAP, H-Glu-NHMec fluorogenic cleavage; inhibition, % at 7.35 µM; actives 1.2% (n = 290,000);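 active = inhibition above the campaign mean inhibition over all tested compounds plus 3 SD, cut at about 28% in these data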;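 also: 0% = plate median of test compound wells and 100% = 2 mM ZnCl2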
MEKK2 mut-MEK5 – signal of MEK5 binding to mutant human MEKK2 PB1 domain | AID 1530 | actives 0.35% (n = 290,000) | bead flow cytometry, Alexa488-MEK5 binding to MEKK2 mutant | percent response, % at 10 µM; in the data active = percent response above about 24%, passing the limit was not always enough; also: inactives centre near 1; some results filed as inactive read as strong as hits
DNA FID counter – fluorescent intercalator displacement, NS3 helicase counter-screen; DNA fluorescent intercalator displacement, fluorescence; actives 0.17% (n = 290,000); inhibition, % at 7.9 µM; in the data active = inhibition above about 37%;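 also: 0% = vehicle and 100% = reference compound; higher means more ethidium bromide displaced from hairpin DNA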
IMP-1 inh – inhibitors of Pseudomonas aeruginosa IMP-1 metallo-beta-lactamase; purified IMP-1, nitrocefin hydrolysis, epi-absorbance fluorescence; inhibition, % at 5.6 µM; AID 1556; actives 0.45% (n = 290,000);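 active = inhibition above the mean plus 3 SD of all compounds in the same screening run, cut at about 4.5% in these data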;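 also: 0% = IMP-1 with DMSO and 100% = DMSO wells lacking enzyme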
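system = purified recombinant IMP-1 beta-lactamase | amount = 0.2 nM IMP-1, as dispensed | medium = HEPES buffer pH 7.1 with ZnSO4 and Brij 35 | times = 25 °C, 15 min preincubation, 25 min reaction | detection = plate fluorescence quenching by hydrolysis product, ex 480/em 530 nm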
SUMO HTRF inh – inhibitors of human SUMOylation (UBC9) | P63279 | AID 2006 | actives 0.36% (n = 290,000) | inhibition, % at 35 µM | HTRF SUMOylation assay, SAE1/SAE2 + UBC9, in vitro; in the data active = inhibition above about 50%, passing the limit was not always enough; also: strong numbers were not always called active
Target sequence (P63279 whole entry, looked up): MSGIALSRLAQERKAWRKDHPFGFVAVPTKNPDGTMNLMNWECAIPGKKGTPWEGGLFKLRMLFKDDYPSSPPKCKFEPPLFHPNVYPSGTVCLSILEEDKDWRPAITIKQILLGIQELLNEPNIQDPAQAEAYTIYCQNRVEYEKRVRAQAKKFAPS
NS3 helicase inh – blocks Hepatitis C virus NS3 helicase unwinding; actives 0.56% (n = 290,000); AID 1800; inhibition, % at 10.9 µM; NS3 helicase DNA unwinding, Cy5 molecular beacon fluorescence;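 active = inhibition above the mean of all tested compounds plus 3 SD, set per campaign, cut at about 35% in these data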;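 also: 0% = DMSO wells and 100% = thioflavine S control wells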
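Material: hepatitis C virus NS3 helicase domain fragment enzyme; measured by: Cy5 fluorescence, 0 and 60 min reads; control set: DMSO and thioflavine S; incubation: 60 min unwinding reaction at 25 °C after ATP addition; read-out basis: % inhibition from 60/0 min fluorescence ratio, DMSO 0%, thioflavine S 100%; repeats: singlicate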
NALP1 inh – NALP1 inhibition. actives 0.61% (n = 280,000). S. cerevisiae NALP1/ASC/caspase-1 growth, X-gal OD620, 72 h. inhibition, % at 10 µM; in the data active = inhibition mostly above about 24%, no sharp cut-off; inactive = mostly below about 32%; also: some compounds called inactive have numbers as strong as hits
Starred values were filed as active, the others as inactive; / = not tested or not shown.

SMILES	VIM-2 inhibitor	MEKK2 WT-MEK5	M18AAP inhibitor	MEKK2 mut-MEK5	DNA FID counter	IMP-1 inh	SUMO HTRF inh	NS3 helicase inh	NALP1 inh
CC1CN(CCCCOc2ccc3ccccc3c2)CC(C)O1 (stereo not drawn)	-2.8	100	-4	0	5	-1.0	2	-3	22
S=c1[nH]nc(-c2cc3ccccc3o2)n1Cc1ccccc1	1.1	97	23	-13	-28	-2.8	32	18	-3
Cc1cc(=O)[nH]c(SCC2(O)C3CC4CC(C3)CC2C4)n1 (stereo not drawn)	-2.1	100	2	0	-3	-2.1	-8	-3	-6
CC(C)=CC(=O)OCC(=O)NC1CCCc2ccccc21 (stereo not drawn)	-1.7	101	-2	1	-12	-1.9	6	-1	9
CCC(C)NC(=O)c1cn(CC)c2ccc(S(=O)(=O)N(C)C)cc2c1=O (stereo not drawn)	-4.6	108	8	4	-16	-2.4	5	-4	8
CC12CN3CC(=O)N4CC5(C)CN(CC(C)(C4)C5=O)C(=O)CN(C1)CC(C)(C3)C2=O	-3.5	105	6	7	0	-3.5	3	0	-2
O=C(CS(=O)(=O)c1ccc(Cl)cc1)NCCS(=O)(=O)c1ccc(Cl)cc1	-0.5	83	-9	-16	-9	-1.2	8	-1	-6
O=C(NCCOc1ccc(F)cc1)C1CCC(=O)N(CC2CCCCC2)C1 (stereo not drawn)	-1.0	111	1	4	-48	-1.4	9	-1	20
S=C1N(c2ccccc2)C(c2ccc(Cl)cc2)N2CCCN12 (stereo not drawn)	-0.2	113	-4	8	-7	-0.7	0	-5	20
O=C(Nc1cccc([N+](=O)[O-])c1)c1ccc2c(c1)OCO2	-0.4	107	-4	0	7	-2.6	22	1	19
COc1ccc(S(=O)(=O)NC2CCCC2)c(Cl)c1Cl	-4.5	101	5	8	-4	-4.2	-7	5	-3
CC(NC(=O)[C@H](Cc1c[nH]c2ccccc12)NC(=O)[C@@H]1Cc2ccccc2CN1)c1ccccc1 (stereo partly drawn)	-0.2	111	-6	7	6	-2.9	0	-90	13
CN1CCN(C(=O)c2c(NC(=O)c3ccco3)sc3c2CCC(C(C)(C)C)C3)CC1 (stereo not drawn)	-1.0	104	2	-3	-5	-0.9	16	-16	4
N#Cc1cc2c(nc1Cl)CCCC2	3.4	107	-1	-2	11	-1.1	8	-12	25
Cc1cc(S(=O)(=O)NC2CCCCC2)ccc1OCC(=O)N1CCOCC1	-1.8	97	-8	1	-18	-1.4	-5	2	35
CN(Cc1ccccc1)S(=O)(=O)c1ccc(OCC(=O)N2CCOCC2)cc1	-0.9	102	-7	-1	-21	-2.4	15	-5	2
COc1cccc(CN2CCN(CCCc3ccccc3)C(CCO)C2)c1OC (stereo not drawn)	-1.8	107	-1	7	2	-2.8	4	0	20
COC(=O)C1=C(C)NC(=O)CC1c1cccc(Cl)c1Cl (stereo not drawn)	-3.4	100	-11	9	-9	-2.8	26	7	24
CCC(=O)c1cn(CC(=O)Nc2ccccc2F)c2ccccc12	1.0	100	-3	0	-7	-1.5	-10	10	28
COC(=O)c1cc(NC(=S)NC(=O)c2ccccc2)ccc1N1CCOCC1	-0.3	111	3	7	-33	-2.2	2	-1	4
Cc1cccc(-c2nnc(SCc3ccc(C#N)cc3)n2Cc2ccco2)c1	-1.2	102	1	5	-30	-2.3	-31	-1	12
COc1ccccc1CNC(=O)c1ccc(Cl)c(NC2=NC3CS(=O)(=O)CC3S2)c1 (stereo not drawn)	-3.0	101	2	-4	-4	-2.6	19	-2	8
Clc1ccc2oc(-c3ccccc3)cc(=NCCCN3CCOCC3)c2c1	-1.9	114	0	-8	-11	-1.8	15	-2	17
Cc1ccc(NC(=O)C2CCN(c3ncnc4c3nc3n4CCCCC3)CC2)nc1	-1.2	105	3	3	-40	-1.9	11	5	-3
CCC1CCCCN1C(=O)c1ccc(OC2CCN(C(=O)C3CC3)CC2)cc1 (stereo not drawn)	-1.0	99	5	4	-46	-0.8	16	14	9
N#Cc1ccccc1OCC(=O)NC(N)=O	-2.4	102	0	0	-2	-2.6	5	-6	3
CN1C(=O)NC(c2ccc(O)cc2)C2=C1CN(c1cccc3ccccc13)C2=O (stereo not drawn)	-3.0	93	1	-3	-6	-1.9	-6	-2	6
Cc1c(C(=O)Nc2ccc3oc(-c4cccnc4)nc3c2)oc2ccccc12	0.2	99	-4	-1	-7	0.7	-2	4	21
Cc1cc(C(=O)NCC2CCCCC2)ccc1[N+](=O)[O-]	-1.5	102	2	1	-14	-3.6	17	-5	13
O=C(CN(C(=O)CNC(=O)c1cccs1)c1cccc(F)c1)NC1CCCC1	-0.4	101	0	-2	-20	-1.2	-2	3	11
O=C(Nc1ccccc1O)c1ccc([N+](=O)[O-])cc1	-2.7	103	5	12	-3	-2.6	-4	9	-2
Cc1cccc(COC(=O)C(Cc2ccccc2)NC(N)=O)c1 (stereo not drawn)	-4.6	99	4	4	-23	-2.8	13	1	-4
CC(=O)N1c2ccc(S(=O)(=O)N3CCC(C(=O)NC4CCCC(C)C4C)CC3)cc2CC1C (stereo not drawn)	-3.5	102	2	3	-56	-3.7	-4	-3	5
COc1ccc(Cl)cc1NC(=O)CSc1nc(N2CCCCC2)nc(N2CCCCC2)n1	0.0	104	-2	10	0	-4.3	10	-1	30
CCCCCn1c(NCc2ccco2)nc2ccccc21	-3.6	96	10	-3	28	-2.4	0	-24	-6
Clc1ccc(-c2csc(N/N=C\c3cccnc3)n2)cc1	-1.3	98	6	0	-21	-3.5	5	6	35
C/C(=N/NS(=O)(=O)c1ccccc1)c1ccc(Cl)cc1	-5.2	95	-4	-7	11	-3.9	8	2	-1
COc1ccc(C)cc1NC(=O)Nc1cccc(C)c1	-1.1	107	-15	4	-2	-0.9	11	-6	4
CCN(CC)C(=O)CSc1nc2ccccc2c(=O)[nH]1	-1.9	87	3	-12	-4	-1.6	16	0	20
CN(Cc1cccs1)C(=O)CCc1ccc(S(=O)(=O)N2CCOCC2)cc1	-1.1	95	-16	-1	-12	-0.9	14	-7	12
COc1ccc2nc(CC(C)(C)CC(=O)O)c[n+]([O-])c2c1	-1.0	104	-3	3	-4	-2.7	-4	-5	-2
COc1ccccc1-c1ccc(SCc2ccc([N+](=O)[O-])cc2)nn1	-1.9	100	2	1	-8	-1.6	7	-7	6
Cc1nn(-c2ccccc2)c(C)c1NS(=O)(=O)c1ccccc1	-3.5	92	-2	-6	-7	-1.9	7	1	16
COc1ccccc1-n1c(-c2cccnc2)n[nH]c1=S	6.3	102	13	-1	1	-4.5	9	4	-8
Cc1cccc(NC(=O)COC(=O)c2ccc3c(c2)OCO3)c1C	-2.1	106	-4	3	-1	-3.1	9	1	-13
CCN1CCc2c(sc(NC(=O)c3ccc(C(=O)c4ccccc4)cc3)c2C(N)=O)C1	2.2	117	-3	7	21	-0.4	8	-44	16
Cc1cccc(S(=O)(=O)N/N=c2\sc3ccccc3n2C)c1	-0.7	103	10	4	-1	-3.5	-8	-2	5
COCCCn1c(SCC(=O)Nc2ccc(C(=O)OC)cc2)nc2ccccc2c1=O	-2.5	104	0	1	-9	2.4	-12	-2	-6

Individual results from above:
Reading of COc1ccccc1CNC(=O)c1ccc(Cl)c(NC2=NC3CS(=O)(=O)CC3S2)c1 (stereo not drawn) in SUMO HTRF inh: 19
Reading of CC1CN(CCCCOc2ccc3ccccc3c2)CC(C)O1 (stereo not drawn) in IMP-1 inh: -1.0
Reading of CCN(CC)C(=O)CSc1nc2ccccc2c(=O)[nH]1 in NS3 helicase inh: 0
Reading of Clc1ccc2oc(-c3ccccc3)cc(=NCCCN3CCOCC3)c2c1 in NALP1 inh: 17
Reading of Cc1ccc(NC(=O)C2CCN(c3ncnc4c3nc3n4CCCCC3)CC2)nc1 in NALP1 inh: -3
Reading of O=C(NCCOc1ccc(F)cc1)C1CCC(=O)N(CC2CCCCC2)C1 (stereo not drawn) in M18AAP inhibitor: 1

Later entries:
SMILES	VIM-2 inhibitor	MEKK2 WT-MEK5	M18AAP inhibitor	MEKK2 mut-MEK5	DNA FID counter	IMP-1 inh	SUMO HTRF inh	NS3 helicase inh	NALP1 inh
COC(=O)c1c(NC(=O)C2CCC2)sc(C(=O)N(C)C)c1C	0.1	108	-2	4	-15	-2.4	11	-5	30
COc1ccccc1Cn1cccc1C=O	-2.5	94	-5	-8	-2	-2.3	-3	5	-17
COc1ccc(NS(=O)(=O)c2ccc(NC(=S)NCC3CCCO3)cc2)cc1 (stereo not drawn)	-0.1	105	3	2	-15	-2.2	-2	-9	-1
C=CCNC(=O)NC(=O)COC(=O)C(C)Oc1ccc(Cl)cc1Cl (stereo not drawn)	-0.2	100	6	-1	-10	-0.2	-2	0	1
COc1nc(N(C)S(=O)(=O)c2ccc(C)cc2)nc(C)c1Cl	0.1	97	-7	0	-3	-0.5	17	6	5
CCOc1ccccc1N1CCN(C(=O)c2ccc(OCC(=O)N3CCOCC3)c(OC)c2)CC1	-2.2	108	-3	9	-35	-2.7	4	-2	9
CCN1CCS/C1=C\C=C\C1=[N+](CC)CCS1	-1.4	100	11	7	5	-2.7	-9	0	-14
O=[N+]([O-])c1cc(C(F)(F)F)ccc1NCCNC(=S)Nc1ccc(Cl)cc1	-1.3	139*	2	19	22	-0.3	-20	-13	6
CCCCc1nc2cc(C(=O)NCCc3c(C)n[nH]c3C)ccc2o1	-1.6	117	-2	11	-28	-3.9	5	0	0
COc1ccccc1N1CCN(C(=S)Nc2ccccc2)CC1	-1.9	109	1	5	-14	0.3	5	2	10
Cc1cccc(N=Cc2cc(Br)cc(Cl)c2O)c1	-3.7	73	7	-10	2	-1.6	15	3	18
Cc1ccccc1NC(=O)C1CCCN(S(=O)(=O)c2cccc3cccnc23)C1 (stereo not drawn)	-3.0	94	-3	-2	-17	-2.5	-6	0	36

Reprinted from the part before: two compounds; new compounds follow.
SMILES	VIM-2 inhibitor	MEKK2 WT-MEK5	M18AAP inhibitor	MEKK2 mut-MEK5	DNA FID counter	IMP-1 inh	SUMO HTRF inh	NS3 helicase inh	NALP1 inh
Cc1cccc(N=Cc2cc(Br)cc(Cl)c2O)c1	-3.7	73	7	-10	2	-1.6	15	3	18
Cc1ccccc1NC(=O)C1CCCN(S(=O)(=O)c2cccc3cccnc23)C1 (stereo not drawn)	-3.0	94	-3	-2	-17	-2.5	-6	0	36
CCCCP(=O)(CCCC)Cc1ccccc1	-2.4	96	-1	-4	-6	-3.6	4	0	-7
COc1ccc(C(=O)Nc2cccc(C)c2)cc1S(=O)(=O)N1CCOCC1	-3.3	108	-2	4	-11	3.0	-2	1	-10
COC(=O)N/N=C/c1cc(Cl)cc(Cl)c1OCc1ccccc1	0.3	96	-6	0	-3	-3.5	-7	-5	14
CN(C)CCn1c(=S)[nH]c2ccc(Cl)cc2c1=O	-3.2	100	2	2	6	-3.0	14	0	-7
COc1ccc(CC(=O)Nc2ccc(-c3nnc(-c4ccc(C)cc4)o3)cc2)cc1	-2.6	/	-12	/	5	-1.7	24	-1	-15
c1ccc(Cn2nnnc2CN2CCCC2)cc1	-2.2	/	0	/	5	-2.4	11	-7	14
Cc1ccc(OCCNS(=O)(=O)c2cccs2)cc1	0.7	99	3	-1	-5	2.4	-12	-5	10
O=C1/C(=C/c2ccc(O)c(O)c2)SC(=S)N1Nc1ccccc1	-1.8	80	58*	-9	11	-0.7	34	24	-10
